T cell modulator: T cell immune modulation candidate; calls only at 7 µM; 2C CD8+ T cell-vesicle binding, flow cytometry; active compounds read low; actives 0.068% (n = 330,000);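 active = response, share of CD8 T cells binding vesicles, and their 90th percentile fluorescence all below set limits, cut at about 80% in these data, passing the limit was not always enough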
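Incubation: binding step 1.5 h, 37 °C, antibody labelling 20 min, ice; system: murine 2C transgenic CD8+ T lymphocytes; technique: cytometric PE anti-B7-1 and Alexa647 anti-CD8 signals after 1% paraformaldehyde fixation; also added: QL9-charged Drosophila Ld/ICAM-1/B7-1 vesicles; control set: naked versus QL9-loaded vesicles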
NOD2 inhibition: inhibition of NOD2-driven NF-kB reporter – cell-based, luminescence, uHTS, HEK293 (AID 1566); HEK293 NOD2/NF-kB luciferase reporter, luminescence; higher % means a stronger effect; inhibition, % at 4 µM, or EC50 in µM where a hit was titrated; actives 0.63% (n = 290,000); also: many of its hits are not listed in these tables
NTR1 agonist: NTR1-driven beta-arrestin-GFP spot formation – imaging, U2OS cells, high content, primary screen (AID 493036); actives 0.17% (n = 330,000); P30989; agonist mode; activation, % at 20 µM;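 active = activation at or above 40% of the spot to cytoplasm intensity ratio, with at least 20 cells analyzed; inconclusive = wells under 20 cells, flagged as cytotoxic or low count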;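 also: 0% = DMSO without peptide and 100% = 100 nM NTR1 peptide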
Target sequence (P30989 whole entry, looked up): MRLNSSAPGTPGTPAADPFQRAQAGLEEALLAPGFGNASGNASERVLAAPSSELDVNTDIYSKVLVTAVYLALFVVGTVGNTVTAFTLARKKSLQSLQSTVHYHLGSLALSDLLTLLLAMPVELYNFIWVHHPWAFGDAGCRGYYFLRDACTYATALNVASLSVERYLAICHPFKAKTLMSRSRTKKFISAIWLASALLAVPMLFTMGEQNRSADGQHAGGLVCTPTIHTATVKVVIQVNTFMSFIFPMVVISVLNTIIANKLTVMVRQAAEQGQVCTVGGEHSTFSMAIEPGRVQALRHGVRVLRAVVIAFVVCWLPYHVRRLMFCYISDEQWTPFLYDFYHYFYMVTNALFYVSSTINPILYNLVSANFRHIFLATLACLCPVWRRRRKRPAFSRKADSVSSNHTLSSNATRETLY
Myeloid diff 2: myeloid differentiation induction; ER-HoxA9 myeloid progenitors, lysozyme-GFP differentiation, flow cytometry; calls only at 10 µM; actives 1% (n = 360,000); AID 624256;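 active = normalized GFP-positive differentiation at or above the plate's own cutoff, the solvent-only control mean plus 3 SD; inconclusive = no clear call, values can overlap the other calls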;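 also: cells exposed to compound for four days before flow analysis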
GPR55 beta-arrestin: selective activators of receptor GPR55 – imaging, U2OS cells, beta-arrestin-GFP redistribution, primary screen (AID 1961); U2OS GPR55 beta-arrestin-GFP redistribution imaging; higher % means a stronger effect; activation, % at 10 µM, or EC50 in µM where a hit was titrated; actives 0.048% (n = 290,000);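 active = activation above 40% with more than 50 cells counted in the well; inconclusive = wells holding fewer than 50 cells, flagged as toxic or sparse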;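 also: U2OS osteosarcoma cells stably expressing GPR55 and beta-arrestin-GFP; plate controls were DMSO negative control for no effect and LPI positive control for full effect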
NOD1 NF-kB reporter: inhibition of NOD1-driven NF-kB reporter – cell-based, luminescence, uHTS, primary screen (AID 1578); NOD1-driven NF-kB luciferase reporter cells, luminescence; higher % means a stronger effect; one-dose inhibition, % at 4 µM; EC50 in µM for titrated hits; actives 1% (n = 290,000); in the data active = inhibition mostly above about 36%, no sharp cut-off; inactive = mostly below about 34%;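 also: HEK-293T reporter cells stimulated with the NOD1 agonist gamma-tri-DAP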
KOR beta-arrestin-1: KOR agonists, beta-arrestin recruitment, primary screen, cell-based, luminescence, uHTS (AID 1777); KOR beta-arrestin recruitment, luminescence; higher % means a stronger effect; one-dose activation, % at 10 µM; EC50 in µM for titrated hits; actives 0.02% (n = 280,000); in the data active = activation above about 50%, passing the limit was not always enough; also: a part of the inactive calls stands beside numbers as strong as those of hits
GPR55 antagonists: inhibition of LPI-stimulated GPR55 beta-arrestin translocation – imaging, U2OS, beta-arrestin-GFP, LPI agonist, primary screen (AID 2013) | U2OS GPR55 beta-arrestin-GFP translocation imaging, LPI antagonism; higher % means a stronger effect | inhibition, % at 10 µM; hits with a dose series show IC50 in µM | actives 0.13% (n = 290,000);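 active = spots per cell inhibited over 60%, with over 100 cells counted and total cytoplasm intensity under 500,000; inconclusive = wells with under 100 cells, flagged as likely toxic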;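 also: U2OS cells stably carrying GPR55 and arrestin-GFP stimulated by 5 µM LPI near EC80; imaged beta-arrestin-GFP aggregate spots per cell after agonist stimulation; plate controls were LPI-stimulated DMSO wells for no effect and DMSO wells without LPI for full effect; some results filed as inactive read as strong as hits; confirmed hits need IC50 under 10 µM and bright autofluorescent wells are also inconclusive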
KOR beta-arrestin-2: KOR antagonists, beta-arrestin recruitment, cell-based, luminescence, uHTS (AID 1778) | KOR beta-arrestin recruitment, luminescence, antagonist mode; higher % means a stronger effect | inhibition, % at 10 µM; hits with a dose series show IC50 in µM | actives 0.091% (n = 290,000); also: strong numbers were not always called active
T cell modulator vesicle-bound %: also measured in T cell modulator; calls as there; double positive events, %; measured here: CD8+ vesicle-bound cell fraction;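 binding gate set so that unloaded-vesicle control wells show 10% double positive cells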
NTR1 agonist cell count 20 µM: further read-out of NTR1 agonist, marked with its call; cell count; measured here: cell count, cytotoxicity flag
Myeloid diff 2 GFP+ MAC1+ %: second read-out of Myeloid diff 2, no call of its own (marks repeat the call); GFP+ MAC1+ double positive, %; measured here: differentiation confirmed by MAC1 staining
The depositor's hits bear a star; i = inactive; ? = inconclusive; · = no result given; [ ] = dose if it differs, or a comment. Rule as the data show it, unless noted: active = inhibition above about 50%; inactive = the rest.

Second line of a record – T cell modulator	T cell modulator vesicle-bound %	NOD2 inhibition	NTR1 agonist	NTR1 agonist cell count 20 µM	Myeloid diff 2	Myeloid diff 2 GFP+ MAC1+ %	GPR55 beta-arrestin	NOD1 NF-kB reporter	KOR beta-arrestin-1	GPR55 antagonists	KOR beta-arrestin-2
COC(=O)C(NC(C)=O)(Nc1ccc(Br)cn1)C(F)(F)F (configuration not stated)
  i	20	10%	-0.4	39	i	0.6	-0.2%	22%	-9.1%	-3%	-12%
O=S(Cc1ccc(Br)cc1)Cc1nnc(SCc2ccc(Cl)cc2)n1-c1ccccc1 (configuration not stated)
  i	37	35%	29	68	i	1.8	0.8%	34%	2.2%	31%	-23%
O=C(CCC1CCCN(C(=O)c2cccnc2)C1)NCc1ccccc1F (configuration not stated)
  i	55	6%	-1.2	70	i	1.7	-0.2%	-27%	-4.3%	2%	22%
O=C(CN(C(=O)CNC(=O)c1ccco1)c1ccc(F)cc1)NC1CCCC1
  i	12	-15%	1.0	62	i	1.0	0.0%	-24%	-2.0%	3%	-11%
Cc1cccc(N2CN(Cc3ccco3)CNC2=S)c1
  i	20	13%	-0.2	40	i	0.2	-0.2%	-9%	-4.0%	0%	17%
Cn1c(-c2ccccc2)cnc1NCc1cc2c(cc1[N+](=O)[O-])OCO2
  i	39	0%	1.4	66	i	0.6	0.1%	-29%	6.9%	4%	-6%
Cc1cc(C)nc(SCc2nnc(SCC(N)=O)o2)n1
  i	24	13%	-0.6	48	i	0.8	-0.1%	-16%	·	3%	-31%[20 µM]
Cc1ccc(OC(=S)Nc2ccc(O)cc2)cc1
  i	41	-3%	-1.2	47	i	1.3	1.7%	-24%	1.5%	-14%	20%
Cn1cc(/C=C2\SC(=S)N(N3CCOCC3)C2=O)c2ccccc21
  i	22	11%	9.1	47	i	0.8	-0.1%	2%	2.0%	10%	-20%
Cc1cc(C)nc(NN2C(=O)/C(=C/c3ccccc3)SC2=S)n1
  i	27	28%	-2.1	46	i	2.5	-0.1%	17%	0.3%	14%	-6%
Cc1cc(C)cc(NC(=O)c2sc3nc4n(c(=O)c3c2C)CCC4)c1
  i	8	19%	6.8	61	i	1.0	-0.3%	-15%	-0.1%	19%	-23%
COc1ccc(CCNC(=O)CS(=O)(=O)Cc2nc(-c3ccccc3Cl)oc2C)cc1OC
  i	11	11%	-2.7	60	i	3.4	0.0%	-23%	-5.2%	7%	-22%[20 µM]
Cc1occc1-c1nnc(SCC(=O)O)n1-c1ccccc1
  i	20	-14%	0.7	66	i	0.4	-0.1%	9%	4.9%	0%	22%
Nn1c(SCC(=O)NC2CCCc3ccccc32)nnc1-c1ccc(Cl)cc1Cl (configuration not stated)
  ·	·	15%	·	·	·	·	-0.2%	-22%	-3.2%	0%	-25%
CC1Oc2ccccc2N(CC(=O)Nc2ccccc2F)C1=O (configuration not stated)
  i	64	2%	-0.9	144	i	0.6	0.2%	-15%	3.3%	2%	14%
O=S(=O)(c1ccccc1C(F)(F)F)N1CCC(n2cnc3ccccc32)CC1
  i	25	-3%	2.4	51	i	5.8	0.3%	5%	-5.7%	8%	-28%
O=C(CSc1nc2ccccc2o1)N/N=C/c1ccc(C(=O)O)cc1
  i	16	-18%	-0.2	63	i	0.3	-0.1%	6%	4.8%	-10%	29%
CCOC(=O)CSc1nc(=O)n2ccccc2n1
  i	59	0%	0.5	48	i	0.3	-0.4%	-16%	-4.7%	2%	12%
Cc1cc[n+](CC(=O)c2ccccc2)c2ccccc12
  i	41	-3%	-0.1	44	i	0.4	-0.2%	-36%	·	0%	-22%[20 µM]
CC(=O)Oc1c(C(=O)c2nnc(C)o2)c(=O)n(C)c2ccccc12
  i	17	12%	2.7	46	i	0.5	0.3%	-30%	3.1%	-5%	-11%
O=C(NC(CC(=O)N1CCCC(C(F)(F)F)C1)c1ccccc1)c1ccccc1Cl (configuration not stated)
  i	65	10%	-0.6	61	i	0.9	0.0%	-19%	0.6%	10%	2%
O=C(Nc1ccc(F)cc1F)c1c(C(F)(F)F)ccnc1Oc1ccc(Cl)cc1
  i	41	0%	1.2	59	i	0.6	-0.1%	-6%	7.6%	9%	-5%
Cc1nnsc1C(=O)N/N=C/c1ccccc1Cl
  i	27	-6%	0.9	58	i	0.5	-0.1%	-7%	3.0%	6%	-22%
COc1cccc2c1Oc1cc([N+](=O)[O-])cc(N(C)C(C)=O)c1C=C2
  i	58	9%	0.9	100	i	0.1	-0.1%	-13%	-0.6%	-7%	1%
O=C(Nc1ccc2c(c1)OCO2)C(c1ccccc1)N1CCC2(CC1)OCCO2 (configuration not stated)
  i	36	5%	-3.0	96	i	0.2	-0.1%	-25%	-0.2%	9%	13%
COc1ccc(CN2CCC(CO)(CCOc3ccccc3)CC2)c(OC)c1C
  i	64	2%	1.3	41	i	0.1	0.1%	-54%	4.6%	-2%	-37%
COc1cc(C(=O)OCC2CC(c3ccccc3)=NO2)cc(OC)c1OC (configuration not stated)
  i	52	9%	1.9	62	i	0.6	0.1%	-32%	-3.6%	7%	8%
CCOc1ccc(-c2nnc(N)o2)cc1
  i	34	-18%	-0.2	48	i	0.3	0.1%	-3%	3.4%	-3%	24%
O=C(c1cc(-c2ccc(Br)cc2)n[nH]1)N1CCN(C(=O)c2ccccc2Br)CC1
  i	7	34%	5.2	56	?	·	-0.3%	2%	-3.6%	-20%	-15%
Cn1cnc2c1c(=O)n(Cc1ccc(Cl)cc1Cl)c(=O)n2C
  i	56	3%	-1.0	75	i	0.8	-0.1%	-42%	-3.6%	-7%	4%[20 µM]
O=c1cc(N2CCCCC2)nc2n1CCCS2
  i	38	16%	0.0	71	i	8.5	1.6%	-9%	6.2%	4%	13%
COc1ccc(/C=N\NC(=O)c2ccccc2)cc1COc1ccccc1
  i	61	-2%	3.7	69	i	4.7	0.3%	23%	8.7%	8%	-42%
Cc1ccc2ncnc(Oc3ncccc3NC(=O)C(C)(C)C)c2c1
  i	48	3%	-0.8	42	i	0.3	-0.4%	-1%	-1.1%	3%	-10%
COc1cc(NS(=O)(=O)c2csc(C(N)=O)c2)cc(OC)c1
  i	49	17%	0.2	85	i	0.4	-0.1%	-6%	1.5%	8%	-17%
Cc1cc(C)c2c(SC(C)C)nc(N)nc2n1
  i	43	30%	0.3	42	i	1.0	-0.1%	4%	-0.5%	3%	26%
Cc1nn(CC(=O)N2CCN(C)CC2)c(=O)c2c1sc1ccccc12
  i	3	-8%	0.3	61	i	0.7	0.9%	-8%	-4.7%	51%	-19%
CN1c2ccccc2C(C)(C)C12CCCC(=O)N2 (configuration not stated)
  i	30	-2%	0.8	44	i	0.8	-0.1%	-16%	7.1%	-4%	-23%
CCS(=O)(=O)Nc1cccc(C2=NN(S(=O)(=O)CC)C(c3cccs3)C2)c1 (configuration not stated)
  i	34	20%	0.4	50	i	2.1	-0.2%	-24%	2.3%	16%	-17%
CCC(C)c1ccc(OCC(=O)NNC(=O)C2CCCCC2)cc1 (configuration not stated)
  i	8	3%	1.8	70	·	·	-0.1%	-4%	1.9%	7%	-5%
Cc1cc(=O)n(CC(C)C)c(O)c1C#N
  i	6	-2%	-1.3	64	i	0.2	-0.1%	-26%	-4.0%	11%	-14%
O=c1c2ccccc2ncn1-c1ccc(Cl)c(Cl)c1
  i	40	5%	1.2	44	i	4.4	-0.4%	-8%	-16%	0%	11%
CC(C)(C)N(NC(=O)c1ccccc1)C(=O)c1cccc(C(=O)N(NC(=O)c2ccccc2)C(C)(C)C)c1
  i	51	7%	-0.7	44	i	0.5	0.9%	16%	-0.7%	0%	10%
CCCn1c(NCc2ccco2)nc2c1c(=O)n(C)c(=O)n2C
  i	53	0%	0.1	80	i	0.6	0.8%	-21%	-3.5%	-2%	-39%
CC(C)CN(C)C(=O)CCc1nnc(Cc2ccc(-c3ccccc3)cc2)o1
  i	63	-5%	2.0	93	i	0.3	0.4%	-4%	3.1%	-12%	-32%
c1coc(-c2cc(C3CCNCC3)[nH]n2)c1
  i	58	9%	-0.8	47	i	0.1	-0.2%	-8%	0.8%	-2%	2%
O=C(CCCc1cccs1)Nc1nc2c(s1)CCCC2
  i	9	-75%	1.5	84	i	0.6	-0.5%	·	-1.0%	5%	-4%
CC(C)(C)C1=CC(O)(c2ccccc2)C=C(C(C)(C)C)C1=O
  i	20	12%	12	36	i	0.9	0.2%	-10%	-0.3%	·	18%
COCCCNC(=S)Nc1cccc(S(=O)(=O)NC2=NCCC2)c1
  i	48	12%	1.1	35	i	0.4	-0.4%	-18%	-2.7%	-8%	2%
Cc1ccc2nc(SCC(=O)NNC(=O)c3ccccc3)[nH]c2c1
  i	46	-7%	0.2	58	i	0.5	-0.1%	-33%	-3.5%	-1%	12%

4 of the entries above in order of the KOR beta-arrestin-2 value, falling.
structure,T cell modulator,T cell modulator vesicle-bound %,NOD2 inhibition,Myeloid diff 2 GFP+ MAC1+ %,NOD1 NF-kB reporter,KOR beta-arrestin-1,KOR beta-arrestin-2
Cc1cc(C)c2c(SC(C)C)nc(N)nc2n1,i,43,30%,1.0,4%,-0.5%,26%
CC(C)(C)C1=CC(O)(c2ccccc2)C=C(C(C)(C)C)C1=O,i,20,12%,0.9,-10%,-0.3%,18%
Cc1ccc2nc(SCC(=O)NNC(=O)c3ccccc3)[nH]c2c1,i,46,-7%,0.5,-33%,-3.5%,12%
COc1ccc(/C=N\NC(=O)c2ccccc2)cc1COc1ccccc1,i,61,-2%,4.7,23%,8.7%,-42%

Quoted at random: two records from the list
Second line of a record – T cell modulator	T cell modulator vesicle-bound %	NOD2 inhibition	NTR1 agonist	NTR1 agonist cell count 20 µM	Myeloid diff 2	Myeloid diff 2 GFP+ MAC1+ %	GPR55 beta-arrestin	NOD1 NF-kB reporter	KOR beta-arrestin-1	GPR55 antagonists	KOR beta-arrestin-2
COc1ccc(/C=N\NC(=O)c2ccccc2)cc1COc1ccccc1
  i	61	-2%	3.7	69	i	4.7	0.3%	23%	8.7%	8%	-42%
O=C(CCCc1cccs1)Nc1nc2c(s1)CCCC2
  i	9	-75%	1.5	84	i	0.6	-0.5%	·	-1.0%	5%	-4%

This is a subset. The share of hits here may be higher or lower than overall.
